# proCasp7 act: counter-screen: procaspase-7 (human) activation | P55210 | recombinant procaspase-7, Ac-DEVD-pNA absorbance 405 nm; D23A/D198A/D206A triple mutant, cannot self-cleave; scale: DMSO 0, 5 µM enzyme 100 | activation, % at 8.5 µM | 330,000 tested, 0.093% active | AID 463210;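 active = percent activation above the screen-wide mean plus 3 SD, cut at about 25% in these data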
#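 System: Uncleavable procaspase-7 mutant enzyme; Amount: 2 µM procaspase-7 mutant as dispensed; Schedule: 1 h compound preincubation, 2 h substrate cleavage, 25 °C; Measured by: 405 nm absorbance of p-nitroaniline; Evaluation: percent activation from buffer-corrected 0–120 min absorbance change; Control set: low DMSO alone, high DMSO plus 5 µM PC-7.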
# Fh CTSL1 inh: cathepsin L1 inhibition, PFM18AAP counter-screen | recombinant F. hepatica cathepsin L1, Z-Leu-Arg-MCA fluorescence | AID 1906 | 300,000 tested, 0.49% active | inhibition, % at 5.96 µM;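 active = inhibition above the mean of all tested compounds plus 3 SD, set per screening campaign, cut at about 17% in these data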;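 note: 0% = plate median of test compound wells and 100% = 1 µM Z-Phe-Ala-diazomethylketone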
# proCasp3 act: activators of human procaspase-3 | activation, % at 8.5 µM | 330,000 tested, 0.11% active | recombinant procaspase-3 D3A, Ac-DEVD-pNA absorbance 405 nm | AID 463141;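 active = activation above the mean of all tested compounds plus 3 SD, cut at about 21% in these data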;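 note: 0% = DMSO alone and 100% = DMSO wells spiked with extra 5 µM PC-3 D3A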
#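 material = Procaspase-3 D3A mutant | probe or stimulus = Ac-DEVD-pNA | compound = single dose, 8.5 µM nominal compound, 0.8% DMSO | timing = 1 h preincubation, 2 h reaction | measured by = 405 nm absorbance of p-nitroaniline, reads at 0 and 120 min | benchmarks = DMSO-only low control, 5 µM PC-3 D3A high control | repeats = singlicate, each compound tested once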
# PP1 counter: blocks human PP1-alpha phosphatase, a PP5 counter-screen. P62136. purified PP1alpha, OMFP fluorescence. inhibition, % at 6.7 µM. 320,000 tested, 0.9% active. AID 2235;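 active = inhibition above the mean inhibition of all tested compounds plus 3 SD, computed separately for each screening campaign, cut at about 15% in these data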
# Target sequence (P62136 whole entry, looked up): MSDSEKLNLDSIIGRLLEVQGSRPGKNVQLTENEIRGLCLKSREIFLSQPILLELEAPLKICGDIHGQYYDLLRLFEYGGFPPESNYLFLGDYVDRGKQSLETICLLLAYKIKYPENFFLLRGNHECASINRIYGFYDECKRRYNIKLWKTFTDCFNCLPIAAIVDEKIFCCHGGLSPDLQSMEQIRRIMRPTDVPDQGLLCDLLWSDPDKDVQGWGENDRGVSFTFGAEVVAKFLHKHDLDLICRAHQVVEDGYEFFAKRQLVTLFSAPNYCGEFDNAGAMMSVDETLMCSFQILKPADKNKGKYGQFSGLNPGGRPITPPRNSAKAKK
# VLA-4 inh: inhibition in a human VLA-4 binding assay; P13612; VLA-4 expressing cells, ligand binding flow cytometry; inhibition, % (about 7 µM as worked out from the volumes in the protocol); 330,000 tested, 0.2% active; AID 2557; in the data active = inhibition above about 50%
# GASC-1 inh: inhibitors of human GASC-1 (JMJD2C) demethylase; Q9H3R0; GST-JMJD2C(1-420) H3K9me3 demethylation, DELFIA europium; inhibition, % at 2.35 µM; 330,000 tested, 0.069% active;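 active = more than half of a compound's replicate wells show inhibition beyond 50%, single wells judged on their own value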;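 note: signal counts dimethyl H3K9 product captured on neutravidin plate; 0% = median of DMSO wells and 100% = 0.3 times that DMSO median; strong numbers were not always called active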
# GRK2 aptamer HTS: human GRK2 inhibition via aptamer displacement | P25098 | bead flow cytometry, FAM-aptamer displacement from GRK2 | inhibition of aptamer binding, % at 10 µM | 330,000 tested, 0.59% active | AID 488847;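 active = inhibition of aptamer binding above 40%, roughly 3 SD of noise, on plates passing a quality check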;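 note: median bead fluorescence of bound FAM aptamer so fluorescent compounds give negative values; no value below 0 was filed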
# Target sequence (P25098 whole entry, looked up): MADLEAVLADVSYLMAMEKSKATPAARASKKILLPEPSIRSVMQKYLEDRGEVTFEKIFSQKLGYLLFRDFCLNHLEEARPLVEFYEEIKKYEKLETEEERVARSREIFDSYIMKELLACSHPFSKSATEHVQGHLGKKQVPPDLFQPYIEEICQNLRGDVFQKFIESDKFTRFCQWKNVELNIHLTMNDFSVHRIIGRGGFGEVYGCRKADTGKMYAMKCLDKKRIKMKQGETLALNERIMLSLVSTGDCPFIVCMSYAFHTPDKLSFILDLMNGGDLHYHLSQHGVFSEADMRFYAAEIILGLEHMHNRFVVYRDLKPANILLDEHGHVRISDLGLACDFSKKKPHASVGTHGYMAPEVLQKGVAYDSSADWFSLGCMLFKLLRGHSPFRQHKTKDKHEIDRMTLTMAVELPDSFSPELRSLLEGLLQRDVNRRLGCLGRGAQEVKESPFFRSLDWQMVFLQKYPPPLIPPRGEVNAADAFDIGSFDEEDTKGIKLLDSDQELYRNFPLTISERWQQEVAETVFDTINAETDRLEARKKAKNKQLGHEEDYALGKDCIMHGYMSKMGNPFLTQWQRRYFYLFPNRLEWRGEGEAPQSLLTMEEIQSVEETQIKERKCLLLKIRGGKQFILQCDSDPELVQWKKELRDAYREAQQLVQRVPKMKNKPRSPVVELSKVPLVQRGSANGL
# HCV core dimer: HCV core protein dimerization inhibition | inhibition, % at 5 µM | TR-FRET GST/Flag-core106 dimerization, 1536-well | 300,000 tested, 0.33% active;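 active = inhibition above the mean of all tested compounds plus 3 SD, set per screening campaign, cut at about 45% in these data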
#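 Test system: GST/Flag-tagged HCV core106 proteins; Medium: KF-containing HEPES buffer, pH 7.45, DTT, CHAPS, BSA; Times: compound-protein-antibody incubation 4 h at 22.5 °C; Detection: TR-FRET 671 and 617 nm emission; Benchmarks: wells lacking GST-core106 and wells with excess unlabelled core106.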
# PP5 primary: blocks human protein phosphatase 5 activity. purified PP5c, OMFP substrate fluorescence. AID 1987. 320,000 tested, 0.18% active. inhibition, % at 6.7 µM;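 active = inhibition above the campaign's mean inhibition across all tested compounds plus 3 SD, cut at about 9.5% in these data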;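 note: 0% = DMSO only and 100% = 100 µM cantharidin control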
# An asterisk follows results filed as active; x = not tested or not shown. Outcome played no part in choosing rows (roughly 2.6% active in at least one column).
SMILES,proCasp7 act,Fh CTSL1 inh,proCasp3 act,PP1 counter,VLA-4 inh,GASC-1 inh,GRK2 aptamer HTS,HCV core dimer,PP5 primary
Cn1c(SCC(=O)N2CCCC2)nnc1-c1ccc(S(=O)(=O)N2CCCC2)cc1,0,1,-1,-2,0,0,3,-3,0.9
O=C(Cn1cnc2c(nnn2Cc2ccc(Cl)cc2)c1=O)N1CCN(c2ccccc2)CC1,-1,-3,1,-5,10,x,0,10,2.9
COc1ccc(Br)cc1/C=N/NC(=O)CN1CCCCC1,5,1,0,0,2,-4,0,-4,-4.3
O=C(c1cc(S(=O)(=O)N2CCOCC2)ccc1Cl)N1CCOCC1,2,3,4,0,-11,5,0,12,-1.4
CCOC(=O)/C=C1\SCC(=O)N1CC(=O)Nc1cc(S(=O)(=O)N(C)C)ccc1C,1,x,4,x,-1,-1,2,x,x
O=C(COC(=O)CNC(=O)C1CCCCC1)Nc1ccc2c(c1)OCCO2,1,34*,0,-1,-4,-17,1,1,-1.4
CCCS(=O)(=O)Nc1ccc(-c2cn3c(n2)SCC3)cc1,-8,-2,-3,-3,19,0,1,1,2.0
Cc1cc(NC(=O)NCC(F)(F)F)no1,3,2,-3,-5,8,48,0,0,-0.2
COC(=O)c1ccc(CN2CCCC(C(=O)c3ccccc3OC)C2)cc1 (centres undefined),-6,1,12,-3,6,17,1,1,1.2
CCn1c(SCC(=O)Nc2ccc3c(c2)OCCO3)nnc1-c1cccs1,1,1,2,-5,-9,6,0,-4,3.8
O=C(CN1CCN(c2ccccn2)CC1)Nc1ccc([N+](=O)[O-])cc1C(=O)Nc1ccccc1F,-2,-3,-5,-5,3,-2,0,3,-1.1
COc1ccc(OC)c(NC(=O)c2ccc3c(c2)CCN3S(C)(=O)=O)c1,-1,-1,2,3,13,-1,2,-1,-0.2
COc1cc(S(=O)(=O)N2CCCC2)c(C)cc1C,8,-3,1,-2,13,-1,0,3,-0.4
O=C(NCCO)c1ccc2c(c1)S(=O)(=O)c1ccccc1C2=O,-4,1,0,0,-8,-6,0,-18,2.4
c1ccc(-n2cnnc2SCc2cn3ccsc3n2)cc1,5,-5,2,-2,21,1,0,0,2.2
O=C(Nc1ccc(S(=O)(=O)N2CCCC2)cc1)c1ccc2c(=O)n3c(nc2c1)CCCCC3,1,-2,0,1,4,8,3,2,1.2
CCCCCCCC(=O)Nc1cc(C(=O)NCCC)ccc1N1CCC2(CC1)CC(c1ccccc1)=NO2,1,4,4,-2,4,21,0,25,-1.9
Cc1cc(=O)[nH]c(N/N=C/c2c(O)n(-c3ccccc3)c(=O)c3ccccc23)n1,1,-1,-4,17*,-13,-15,0,-42,1.2
CC(C)Cc1ccccc1O,1,-3,5,4,-1,x,2,-16,0.3
O=C(NCc1ccco1)C(=O)NCC1OCCN1S(=O)(=O)c1ccccc1 (centres undefined),-7,-2,-4,1,0,-3,0,10,2.5
CCC(=O)N1CCc2cc(S(=O)(=O)N(C)c3ccc(OC)cc3OC)ccc21,1,-2,1,-6,5,-1,3,-1,2.0
O=C(CN1C(=O)c2ccccc2C1=O)OCC(=O)N1CCN(c2ccccc2)CC1,-4,-9,-14,-3,7,-5,1,3,-1.6
Cc1ccc(-n2nc(C(=O)O)c(O)cc2=O)cc1,-1,-3,2,-5,-1,3,0,11,7.4
O=C(O)Cn1cnc2ccccc2c1=O,-4,1,8,-2,22,4,0,-2,1.3
CC(=O)Nc1ccc(N/C=C/C(=O)c2ccco2)cc1,-1,0,11,0,-1,6,0,-5,1.1

# Part of the list above, bar-delimited.
Structure | proCasp7 act | Fh CTSL1 inh | proCasp3 act | PP1 counter | VLA-4 inh | GASC-1 inh | GRK2 aptamer HTS | HCV core dimer | PP5 primary
COc1ccc(OC)c(NC(=O)c2ccc3c(c2)CCN3S(C)(=O)=O)c1 | -1 | -1 | 2 | 3 | 13 | -1 | 2 | -1 | -0.2
COc1cc(S(=O)(=O)N2CCCC2)c(C)cc1C | 8 | -3 | 1 | -2 | 13 | -1 | 0 | 3 | -0.4
O=C(NCCO)c1ccc2c(c1)S(=O)(=O)c1ccccc1C2=O | -4 | 1 | 0 | 0 | -8 | -6 | 0 | -18 | 2.4
c1ccc(-n2cnnc2SCc2cn3ccsc3n2)cc1 | 5 | -5 | 2 | -2 | 21 | 1 | 0 | 0 | 2.2
O=C(Nc1ccc(S(=O)(=O)N2CCCC2)cc1)c1ccc2c(=O)n3c(nc2c1)CCCCC3 | 1 | -2 | 0 | 1 | 4 | 8 | 3 | 2 | 1.2
CCCCCCCC(=O)Nc1cc(C(=O)NCCC)ccc1N1CCC2(CC1)CC(c1ccccc1)=NO2 | 1 | 4 | 4 | -2 | 4 | 21 | 0 | 25 | -1.9
Cc1cc(=O)[nH]c(N/N=C/c2c(O)n(-c3ccccc3)c(=O)c3ccccc23)n1 | 1 | -1 | -4 | 17* | -13 | -15 | 0 | -42 | 1.2
CC(C)Cc1ccccc1O | 1 | -3 | 5 | 4 | -1 | x | 2 | -16 | 0.3
O=C(NCc1ccco1)C(=O)NCC1OCCN1S(=O)(=O)c1ccccc1 (centres undefined) | -7 | -2 | -4 | 1 | 0 | -3 | 0 | 10 | 2.5
CCC(=O)N1CCc2cc(S(=O)(=O)N(C)c3ccc(OC)cc3OC)ccc21 | 1 | -2 | 1 | -6 | 5 | -1 | 3 | -1 | 2.0
O=C(CN1C(=O)c2ccccc2C1=O)OCC(=O)N1CCN(c2ccccc2)CC1 | -4 | -9 | -14 | -3 | 7 | -5 | 1 | 3 | -1.6
Cc1ccc(-n2nc(C(=O)O)c(O)cc2=O)cc1 | -1 | -3 | 2 | -5 | -1 | 3 | 0 | 11 | 7.4
O=C(O)Cn1cnc2ccccc2c1=O | -4 | 1 | 8 | -2 | 22 | 4 | 0 | -2 | 1.3
CC(=O)Nc1ccc(N/C=C/C(=O)c2ccco2)cc1 | -1 | 0 | 11 | 0 | -1 | 6 | 0 | -5 | 1.1

# The results go on:
SMILES,proCasp7 act,Fh CTSL1 inh,proCasp3 act,PP1 counter,VLA-4 inh,GASC-1 inh,GRK2 aptamer HTS,HCV core dimer,PP5 primary
O=C(COC(=O)c1cccc(OC(F)F)c1)NC(=O)NC1CCCCC1,5,3,12,7,2,0,2,-5,2.5
N#CCN1C(=S)N=C(Nc2cccc(Cl)c2)C12CCCCC2,-3,-4,-12,3,-1,-1,0,10,-1.6
Cc1cccc2nc(CSc3nncn3-c3ccccc3)cn12,-2,-1,-3,-2,-6,-4,1,-1,1.0
Cn1cnc([N+](=O)[O-])c1Sc1ncnc2nc[nH]c12,1,-1,3,-6,30,-4,3,-1,-0.8
CC(C)CC(=O)NC(NC(=S)Nc1cccc2cccnc12)C(Cl)(Cl)Cl (centres undefined),-8,0,5,3,-7,4,1,0,1.9
COc1ccc(CN(C)C(=O)c2cc(S(=O)(=O)N3CCCCCC3)ccc2OC)cc1OC,2,-6,10,-19,-15,20,0,-9,-4.7
C=CCn1c(C)cc(C(=O)COc2ccc(S(=O)(=O)N3CCCC3)cc2[N+](=O)[O-])c1C,-5,3,6,-1,-1,-2,0,13,-0.6
C=CC[C@H](CC(=O)NCCO)C(=O)N[C@@H](COC(=O)[C@@H](CC=C)CC(=O)OC(C)(C)C)Cc1c[nH]c2ccccc12,-8,x,-3,x,4,-2,5,x,x
Cc1cc(NC(=O)CSc2ncn(-c3ccccc3)n2)no1,0,-4,6,0,5,4,2,7,4.7
CCN(CC)S(=O)(=O)c1ccc(C(=O)NCCCn2ccnc2)cc1,8,5,4,-3,-6,-8,0,-3,-1.2
O=C(O)C(Cc1c[nH]c2ccccc12)NS(=O)(=O)c1ccc(Cl)c(C(F)(F)F)c1 (centres undefined),0,0,-2,2,-14,32,1,4,-1.0
CNC(=O)CCc1nc(-c2ccc(C(C)(C)C)cc2)no1,-3,-4,5,-1,8,0,0,-12,3.2
N=c1ccn2c(n1)OC1C(O)C(CO)OC12 (centres undefined),15,1,10,-2,11,-6,0,0,0.3
O=C(Cc1ccccc1)N/N=C/c1ccccc1OCc1ccc(Cl)cc1,-1,1,-4,21*,0,3,0,11,2.5
O=C(CSc1ncnc2c1oc1ccccc12)NCC1CCCO1 (centres undefined),-6,-2,-2,-4,1,1,0,-6,1.9
CN(C)c1ccc(/C=C2\CCCCC2=O)cc1,-2,4,-7,2,15,-4,0,-3,1.9
COc1ccc(CN(C)C(=O)Cn2ccc(N)nc2=O)cc1OC,0,x,-4,-2,-14,13,2,x,-0.5
Cc1ccc(-c2c(C)c(-c3ccc(F)cc3)nc(N)c2C#N)o1,-1,8,-5,0,-5,3,3,15,-1.3
Cc1ccccc1NC(=O)N1CCN(C(=O)c2ccco2)CC1,-3,-1,0,-2,9,-5,0,-7,3.3
CC(=O)NNc1cc(N2CCOCC2)nc(N2CCOCC2)n1,3,0,-1,0,19,-1,2,-5,3.1
CCOC(=O)C1=C(C)N(C)C(=S)NC1c1ccc(Cl)cc1Cl (centres undefined),1,3,-4,-2,-6,-4,1,5,2.3
O=C(CCCCCn1c(SCC(=O)c2ccccc2)nc2ccccc2c1=O)NCc1ccco1,-4,2,-11,5,-10,4,2,11,3.4
Cn1c(N)c(C(=O)COC(=O)c2ccc(OC(F)F)cc2)c(=O)n(C)c1=O,-8,x,3,-3,-4,x,1,x,1.9
CN1CCN(CCC(=O)N/N=C/c2ccccn2)CC1,2,-2,7,1,8,9,3,8,1.6
O=C(COC(=O)c1ccc(Cl)cc1[N+](=O)[O-])NCc1ccco1,1,x,-11,x,-2,1,3,x,x
SMILES,proCasp7 act,Fh CTSL1 inh,proCasp3 act,PP1 counter,VLA-4 inh,GASC-1 inh,GRK2 aptamer HTS,HCV core dimer,PP5 primary
Cc1cc(C)c(S(=O)(=O)Nc2c(C)[nH]c(=O)[nH]c2=O)c(C)c1,2,1,4,-3,0,9,2,-20,-0.1
CC(=O)COc1ccc(-c2csnn2)cc1,3,-1,9,-4,-6,2,0,2,-2.6
Cc1cccc(N2CCN(C(=O)c3cc(=O)[nH]c4ccccc34)CC2)c1C,7,0,-1,-2,6,0,1,0,-0.1
O=C(Cn1nnc2ccccc2c1=O)NCCc1ccc(F)cc1,-5,-5,-2,-4,11,-11,0,-14,5.2
c1ccc(-c2ccc(C3CCCN3)cc2)cc1 (centres undefined),-3,0,-2,2,1,-3,0,5,-1.6
O=C(O)C(C/C(=N/O)c1ccc(Br)cc1)P(=O)(c1ccccc1)c1ccccc1 (centres undefined),-6,0,0,-4,2,15,2,0,0.2
CC(C)n1cnc2c(NCc3ccc(S(N)(=O)=O)cc3)nc(NCc3ccc(S(N)(=O)=O)cc3)nc21,-2,-6,-3,-3,-4,7,0,-8,2.9
Cc1ccccc1Cn1c(CN2CCc3ccccc3C2)nc2c1c(=O)n(C)c(=O)n2C,7,2,12,2,-11,2,0,17,2.5
O=C(CS(=O)CC(=O)N(c1ccccc1)C(C(=O)NC1CCCC1)c1cccs1)Nc1ccc(F)cc1 (centres undefined),4,-3,7,0,1,-2,3,0,0.7
